GSK3 alpha inh – blockers of GSK3A enzyme activity – biochemical, luminescence, cell-free homogeneous, HTS, primary screen; 320,000 tested, 0.1% active; AID 2650, 2010; GSK-3 alpha kinase, ADP-Glo luminescence, 60 min; inhibition, % at 10 µM; Glycogen synthase kinase-3 alpha (Homo sapiens), P49840;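 in the data active means inhibition above about 50%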;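 further: GST-tagged GSK-3 alpha with peptide substrate and 25 µM ATP; 0% = DMSO neutral wells and 100% = GW8510 positive control wells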
Target sequence (P49840 whole entry, looked up): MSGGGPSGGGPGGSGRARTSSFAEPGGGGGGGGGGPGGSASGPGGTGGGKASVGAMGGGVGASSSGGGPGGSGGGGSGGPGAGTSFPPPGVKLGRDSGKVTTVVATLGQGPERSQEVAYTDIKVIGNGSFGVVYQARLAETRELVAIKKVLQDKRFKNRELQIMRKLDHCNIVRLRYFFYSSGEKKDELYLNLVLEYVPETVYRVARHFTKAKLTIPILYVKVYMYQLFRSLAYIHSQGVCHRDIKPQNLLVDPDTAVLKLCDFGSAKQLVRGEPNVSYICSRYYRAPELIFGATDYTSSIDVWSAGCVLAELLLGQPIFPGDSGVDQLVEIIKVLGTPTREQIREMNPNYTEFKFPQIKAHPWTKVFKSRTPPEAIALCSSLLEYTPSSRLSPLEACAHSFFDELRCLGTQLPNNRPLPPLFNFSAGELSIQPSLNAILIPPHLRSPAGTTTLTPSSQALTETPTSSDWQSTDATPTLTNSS
GSK3B inh – human GSK3beta kinase inhibitors, primary screen, biochemical, cell-free homogeneous, HTS | Glycogen synthase kinase-3 beta (Homo sapiens), P49841 | activity score (negative = inhibition), % at 10 µM | 300,000 tested, 0.038% active | GST-GSK3beta kinase, ADP-Glo luminescence, 60 min; active compounds read low;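 active means more than half of replicate wells score below -50%, meaning over 50% inhibition versus plate controls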;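 further: 0% = median DMSO wells and -100% = median GW8510 positive control wells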
Target sequence (P49841 whole entry, looked up): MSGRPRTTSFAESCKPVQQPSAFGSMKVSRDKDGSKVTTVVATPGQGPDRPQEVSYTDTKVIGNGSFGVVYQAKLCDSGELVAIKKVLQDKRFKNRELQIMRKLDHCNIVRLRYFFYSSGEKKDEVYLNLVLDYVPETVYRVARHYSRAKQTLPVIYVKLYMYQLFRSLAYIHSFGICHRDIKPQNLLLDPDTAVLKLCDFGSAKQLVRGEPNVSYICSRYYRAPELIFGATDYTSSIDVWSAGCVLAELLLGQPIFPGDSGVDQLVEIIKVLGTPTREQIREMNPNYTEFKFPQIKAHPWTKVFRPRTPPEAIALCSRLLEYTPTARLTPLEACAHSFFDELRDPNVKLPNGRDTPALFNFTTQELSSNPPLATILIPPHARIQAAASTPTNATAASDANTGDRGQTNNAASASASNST
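Assay system: GST-fused GSK3beta enzyme, cell-free / Medium: Tris pH 7.5 buffer with MgCl2, DTT, BSA, heparin / Also added: peptide substrate plus 25 µM ATP (final) / Compound: 10 µM single point / Timing: kinase reaction with compound 60 min at room temperature / Detection: ADP-Glo luminescence / Benchmarks: DMSO neutral wells and GW8510 at 20 µM as positive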
aSyn UTR inh – MLPCN primary screen, SNCA 5' untranslated region; inhibition, % (tested at 7.5 µM); alpha-synuclein 5'UTR reporter, inhibitor activity; 300,000 tested, 0.82% active; in the data active means inhibition above about 60%;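 further: H4 neuroglioblastoma cells stably carrying SNCA 5'UTR luciferase fusion; 0% = DMSO wells and 100% = positive control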
HSF1 inhib – HSF1 inhibitors in luciferase reporter cells, primary screen, cell-based, NIH3T3, luminescence. NIH3T3-HGL HSE-luciferase, MG132-induced, luminescence 8 h; active compounds read low. activity change, negative = inhibition, % at 7.5 µM (by protocol). 300,000 tested, 0.77% active;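 active means more than half of replicate wells show activity change below -50%, luminescence cut by over half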;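 further: luciferase reports HSF-1 transcriptional activity via heat shock element; 0% = median of DMSO wells and -100% = zero luminescence signal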
IEC-6 cytotox – cytotoxicity in IEC-6 intestinal epithelial cells, primary screen, cytotoxicity control for KLF5 inhibitor project, cell-based, luminescence; IEC-6 cytotoxicity, luminescence viability; inhibition, % at 5 µM; 290,000 tested, 0.78% active; AID 1825, 2009; in the data active means inhibition above about 22%;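 further: 0% = plate median of test compound wells and 100% = cytotoxic reference compound wells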
Platelet DG rel – inhibitors of platelet dense granule secretion, primary screen, cell-based, MLPCN, human platelets. 300,000 tested, 0.22% active. human platelet-rich plasma, SFLLRN dense granule ATP release, luminescence. AID 1663, 2009. inhibition, %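 (compounds screened at 7.5 µM in platelet-rich plasma)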;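 active means mean replicate score, as percent of positive control, at or above 50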
HSP90 inh – HSP90 inhibitors, primary screen, cell lysate, luminescence. Rabbit reticulocyte lysate, luciferase refolding luminescence, 3 h. inhibition, % at 5.6 µM. 290,000 tested, 0.91% active;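 active means inhibition above the screen-wide mean plus 3 SD, computed separately per campaign, cut at about 16% in these data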;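 further: 0% = DMSO wells and 100% = 60 µM geldanamycin wells; inhibitors lower the luminescence because luciferase stays unfolded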
DYRK1A inh – rat Dyrk1A kinase inhibitors, primary screen, biochemical, single point, plate reader. ADP-Glo luminescence, NFATc1 peptide. inhibition, % at 12.5 µM. 310,000 tested, 0.43% active; in the data active means inhibition above about 50%;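 further: plate controls were vehicle with enzyme for no effect and no enzyme for full effect; many of its hits are not listed in these tables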
KLF5 inhibitor – KLF5 expression inhibitors, primary screen, DLD-1 cells, luminescence. DLD-1 KLF5 promoter-luciferase reporter. inhibition, % at 5 µM. 290,000 tested, 0.23% active. AID 1700, 2009;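 active means inhibition above a per-plate limit of that plate's mean compound inhibition plus 3 SD, cut at about 60% in these data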;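 further: 0% = DMSO wells and 100% = LY294002 at 200 µM; higher means less KLF5 promoter-driven luciferase light; inactives centre near -14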
HSF-1 act – HSF-1 activators, primary screen, NIH3T3-HGL cells, MG132 stress, luminescence, single point; 300,000 tested, 1.7% active; activation, % at 9 µM; NIH3T3-HGL HSF-1 luciferase reporter, 8 h; 100% = twice DMSO control signal;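 active means mean replicate activation of at least 50% with a set share of replicates each reaching 50%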;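 further: 0% = median of the neutral control wells and 100% = twice that signal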
* hit, by the source's call; / = not tested or not shown. A portion of the library; the hit share may differ from the screen's.

SMILES	GSK3 alpha inh	GSK3B inh	aSyn UTR inh	HSF1 inhib	IEC-6 cytotox	Platelet DG rel	HSP90 inh	DYRK1A inh	KLF5 inhibitor	HSF-1 act
COc1cccc(CN2CCC(C(=O)N3CCC(C)CC3)CC2)c1	0	-1	-19	-8	-5	-10	-5	3	-37	-4
CCN(CC)c1ccc(C2NC(=O)NC(C)=C2C(=O)Nc2ccccc2)cc1 (stereo not drawn)	0	-2	5	-7	-4	-1	1	6	-29	9
O=C1NC(=Nc2ccc(Cl)cc2)/C(=C/c2ccco2)S1	8	-3	-22	6	-1	5	0	-1	-17	30
O=C1C(=O)N(Cc2ccncc2)C(c2ccccc2F)/C1=C(\O)c1ccc2c(c1)OCCO2 (stereo not drawn)	-2	-1	1	2	-2	0	-2	-6	-24	15
C/C(=N\NC(=S)NC1CCCCC1)c1ccc(Cl)c(Cl)c1	-2	2	9	-43	1	-16	3	/	-4	-51
CS(=O)(=O)Nc1ccccc1C(=O)Nc1cc2c(cc1C(=O)O)OCCCO2	-1	2	15	-2	-4	-10	6	-1	-6	-3
O=C(CN(C(=O)CSc1nnc(COc2ccccc2)o1)c1ccc(F)cc1)NC1CCCC1	-3	-2	25	-11	-2	-1	5	/	0	3
O=[N+]([O-])c1cc2c(cc1/C=N/n1c(-c3ccccc3)n[nH]c1=S)OCO2	9	-1	-24	-15	2	5	3	4	-15	-4
CC1CCCN(C(=O)C2CCN(Cc3ccc4c(c3)OCO4)CC2)C1 (stereo not drawn)	1	4	-3	-2	-5	-5	-2	-8	-32	-21
COc1ccc(-c2cccc(C(=O)NCC(=O)O)c2)cc1	1	-2	-22	-3	2	4	1	1	-91	1
Cc1ccc(S(=O)(=O)N2CCC(C(=O)N/N=C/c3ccncc3)CC2)cc1	-1	-1	-6	-9	3	-3	1	0	1	-13
O=C(N/N=C/c1c(O)n(-c2ccc(Cl)cn2)c(=O)c2ccccc12)C1CC1	-2	2	-6	-3	1	-7	0	20	-57	-14
CCS(=O)(=O)N1CCCC(C(=O)NCc2ccc(C)cc2)C1 (stereo not drawn)	0	-2	2	-3	3	-1	-1	-5	-1	-11
Cc1ccc(S(=O)(=O)NC(CC(C)C)C(=O)N2CCOCCOCCOCCOCC2)cc1 (stereo not drawn)	-1	-1	3	-4	5	14	-3	2	-14	4
CS(=O)(=O)N(CC(=O)NCc1ccco1)c1ccc(OCc2ccccc2)cc1	-2	2	-30	7	-4	15	1	0	-36	-1
O=C(O)CCn1c(=S)n(CCC(=O)O)c2ccccc21	-3	1	9	-3	0	-8	9	6	-4	23
CCOC(=O)N1CCN(C(=O)c2ccc(NS(C)(=O)=O)cc2)CC1	0	-2	9	-1	6	-4	2	-75	5	-13
CCN(CC)C(=O)/C(NC(=O)c1ccccc1)=C(/Sc1ncccn1)c1ccccc1	2	4	-16	9	1	-6	1	-2	-6	7
NNC(=O)c1ccc2c(c1)S(=O)(=O)NNC2=O	2	0	-5	1	-6	8	0	-2	-16	10
O=S(=O)(c1ccc(F)c(F)c1)N1CCN(c2ncccn2)CC1	1	-9	-9	-1	1	3	15	1	2	-10
Cc1ccc(C(=O)N2CCN(C)CC2)cc1S(=O)(=O)N1CCOCC1	-2	-5	-17	-1	3	-2	1	2	-14	-7
COc1cccc(C(=O)CSc2nnc(CNS(=O)(=O)c3ccc(C)cc3)n2C)c1	/	0	-4	9	5	-14	1	1	-17	8
COc1ccc(C(C(=O)NC2CCCCC2)N(CC2CCCO2)C(=O)CCCC(=O)Nc2ccccn2)cc1 (stereo not drawn)	/	2	-4	-1	4	5	-3	-5	-21	1
COc1cc(CNc2ccc3[nH]c(=O)[nH]c3c2)cc(Br)c1OCc1ccc(F)cc1	-1	6	1	2	7	-7	-1	3	-26	-16
CC(=O)N1N=C2c3ccccc3CCC2C1c1ccc(F)cc1 (stereo not drawn)	0	0	16	4	11	1	5	/	-1	10
CCOc1ccc(NC(=O)C(CC(=O)O)Cc2ccccc2)cc1 (stereo not drawn)	-3	0	30	-14	3	2	1	-5	-18	-22
FC(F)(F)c1ccccc1NC(=S)N1CCN(Cc2ccc3c(c2)OCO3)CC1	0	0	6	-5	0	0	0	-6	-12	-9
COc1ccc(C)cc1S(=O)(=O)N1CCN(C(=O)c2ncoc2-c2ccccc2F)CC1	0	2	22	-13	6	-15	-2	-2	3	-4
COc1ccc(S(N)(=O)=O)cc1C(=O)N(C)CC(=O)Nc1ccc(N2CCOCC2)cc1	5	0	2	-1	-4	0	0	3	-1	22
COc1ccc(F)cc1S(=O)(=O)NC(Cc1ccccc1)C(N)=O (stereo not drawn)	-2	-4	-17	0	-5	2	-1	5	-32	10
CCOc1ccc(OCCn2c(S(=O)(=O)O)nc3c(N)ncnc32)cc1	-1	0	-16	-5	0	4	1	-2	-6	-4
CS(=O)(=O)N1CCN(C(=S)NCc2ccc(Cl)cc2)CC1	0	-1	6	3	-2	-3	2	-1	-25	14
Cc1ccc(-c2nc3ccccc3o2)cc1NC(=S)NC(=O)c1cccs1	0	0	-75	7	5	8	1	-18	-131	29
CC1=NN(c2nc(-c3ccc(C)cc3)cs2)C(=O)C1N=Nc1cccc(O)c1 (stereo not drawn)	1	2	-34	7	-7	-3	3	-1	-34	21
CCOc1cc(S(=O)(=O)N2CCC(c3nc4ccccc4s3)CC2)c(OCC)cc1S(=O)(=O)N1CCCCC1	0	2	21	8	0	4	3	-3	-21	11
Cn1nc(-c2ccccc2)c(-c2nc(-c3cccc(C(F)(F)F)c3)no2)c1Cl	1	-4	16	-2	-4	-4	0	-4	-18	-19
CCOC(=O)c1ccccc1NS(=O)(=O)c1ccccc1F	0	2	9	0	-1	24	-3	-1	-7	-4
COC(=O)c1cc(=O)c2c([N+](=O)[O-])ccc(OC)c2o1	-1	-4	12	-1	-6	-10	-4	-7	7	-24
CC1=CC(C)(C)Nc2ccc(OC(=O)C(Cc3ccccc3)N3C(=O)C4CCCCC4C3=O)cc21 (stereo not drawn)	-1	-3	16	-4	4	-3	6	-5	-25	7
CCC(C)(C)NC(=O)C(c1ccc(OC)cc1)N(C(=O)CCC(=O)Nc1cc(C)on1)c1ccccc1OC (stereo not drawn)	-1	1	11	1	-2	-17	1	-4	-20	-13
COc1ccc(NC(=O)C2CCCN(S(=O)(=O)c3cccc4nonc34)C2)c(OC)c1 (stereo not drawn)	-3	2	-6	-5	-7	-8	-1	1	-28	17
CNC(=O)c1cc(-c2ccc(Cl)cc2)n(-c2ccccc2)n1	-2	2	38	1	3	-1	-3	-3	-36	-1
CCc1ccc(CN(C)Cc2nc(Cc3ccc(OC)c(OC)c3)no2)nc1	0	2	23	-6	5	3	0	7	-26	-3
COc1ccc(Cl)cc1NC(=O)NCc1ccc2c(c1)OCO2	1	-1	5	4	-6	3	-1	-4	-26	6
C=CCSc1nnc(NC(=O)CSc2nc3ccccc3o2)s1	-1	1	-9	-2	-1	-6	0	-3	-9	10
CCOC(=O)N1CCN(Cc2nc3c(c(=O)n(C)c(=O)n3C)n2Cc2cccc(C)c2)CC1	-1	1	5	4	1	4	2	5	1	-3
CC1Cn2c(nc(=O)c3c2NCN(CCc2ccccc2)C3)S1 (stereo not drawn)	-1	/	21	-1	-3	2	-1	-5	-18	-3
Cc1cccc(NC(=O)Cn2c([N+](=O)[O-])cnc2C)c1C	-2	2	11	-4	-3	-8	-1	/	-28	2
COc1ccccc1-c1cc(C(=O)Nc2cc(C)n(Cc3ccc(Cl)cc3)n2)no1	-1	-1	-10	-12	5	-1	-2	-1	-32	-16
CCS(=O)(=O)N1CCC(C(=O)NCc2ccc(F)cc2Cl)CC1	-4	2	9	-2	-2	-5	0	-1	-16	-13
Cc1cccc(N/N=C/c2ccccc2O)c1	-2	3	-182	-6	5	-4	-5	-3	-27	-10
COc1ccc(NC(=O)Cn2cc(S(=O)(=O)Cc3ccccc3)c3ccccc32)c(OC)c1	-2	-1	16	-6	-1	9	1	3	-10	16
Cc1cc2c(c(SCC(=O)NCc3ccc(Cl)cc3)n1)C(=O)OC2	6	1	13	4	4	-1	3	/	-6	16
FC(F)(F)c1cccc(OCc2noc(-c3ccsc3)n2)c1	-5	-2	-5	-3	-6	14	0	2	-59	8
O=c1[nH]c2ccc(S(=O)(=O)N3CCN(c4ccccc4F)CC3)cc2s1	-3	0	1	-8	-3	-2	0	-3	-6	-8
CCOc1ccc(/C=N/NC(=O)C(C)Sc2ccccn2)cc1OCC (stereo not drawn)	-2	-6	-7	2	2	6	0	0	-20	-2
Cc1cccc(NC(=O)NN2CCN(C)CC2)c1C	0	-3	-32	1	-2	-17	-3	5	-15	21
COc1ccc(-c2ccc(=O)n(CC(=O)Nc3ccc(C(=O)NC4CC4)cc3)n2)cc1OC	1	-1	19	-13	-5	15	-3	-5	-28	-13
CCOC(=O)c1cc2n(c1N)-c1ccccc1C2=O	1	1	-36	-3	3	1	0	-5	-9	-2
CCOc1ccc(C(=O)Nc2ccc(N3CCN(S(C)(=O)=O)CC3)cc2)cc1[N+](=O)[O-]	-3	0	6	1	-3	0	-2	-4	-14	25
(continued)
SMILES	GSK3 alpha inh	GSK3B inh	aSyn UTR inh	HSF1 inhib	IEC-6 cytotox	Platelet DG rel	HSP90 inh	DYRK1A inh	KLF5 inhibitor	HSF-1 act
Cc1ccc(NC(=O)O/N=C/c2ccc(F)cc2)cc1	-2	-1	-131	2	0	/	0	1	-81	9
O=C(NCC(c1ccco1)N1CCN(c2ccc(F)cc2)CC1)c1ccco1 (stereo not drawn)	0	0	-1	-3	/	7	/	-1	/	-6
COCCOc1nc2c(c(=O)n(C)c(=O)n2C)n1Cc1cccc(OC)c1	0	1	1	-7	4	12	4	0	-39	-10
COc1cc(C(=O)N[C@H](C(=O)NC2CCCCCC2)C(C)C)cc(OC)c1OC	-2	1	29	16	-6	2	1	22	-18	28
O=C1NC(=S)N(c2cccc(Cl)c2)C12CCCCC2	-1	-5	6	-6	7	3	1	0	-27	6
O=C(Nc1ccc(Cl)cn1)c1ccc(COCC(F)(F)C(F)F)o1	-3	-1	-51	13	1	3	0	6	-26	12

Quoted from the entries so far (3 entries):
SMILES	GSK3 alpha inh	GSK3B inh	aSyn UTR inh	HSF1 inhib	IEC-6 cytotox	Platelet DG rel	HSP90 inh	DYRK1A inh	KLF5 inhibitor	HSF-1 act
COc1cc(C(=O)N[C@H](C(=O)NC2CCCCCC2)C(C)C)cc(OC)c1OC	-2	1	29	16	-6	2	1	22	-18	28
O=C1NC(=S)N(c2cccc(Cl)c2)C12CCCCC2	-1	-5	6	-6	7	3	1	0	-27	6
O=C(Nc1ccc(Cl)cn1)c1ccc(COCC(F)(F)C(F)F)o1	-3	-1	-51	13	1	3	0	6	-26	12

Assay outcomes deposited in PubChem by several laboratories.
